Bioassay records deposited in PubChem BioAssay by NCI.
NCI-60 one-dose screen, 48 h, at 10 µM unless noted. Numbers give growth in % (100 = growth as untreated, 0 = no growth, -100 = all killed).
UACC-257 – UACC-257 melanoma | 78,000 compounds, 4.4% hits
UACC-62 – UACC-62 melanoma; 81,000 compounds, 5.4% hits
BT-549 – BT-549 breast cancer; 78,000 compounds, 4.4% hits
MCF7 – MCF7 breast cancer | 82,000 compounds, 6.3% hits | AID 1794796
HS 578T – HS 578T breast cancer. 78,000 compounds, 4.1% hits. AID 1794788
T-47D – T-47D breast cancer | 79,000 compounds, 5% hits | AID 1794792
LOX IMVI – LOX IMVI melanoma; 79,000 compounds, 7.4% hits; AID 1794757
MALME-3M – MALME-3M melanoma. 78,000 compounds, 5.8% hits. AID 1794766
* hit, by the source's call; & = joins results of further samples; ! = a repeat was not active. The calls were made as follows: active = growth percent below 10; inactive = the rest.

`CN(C)N1C(=O)C2C3C=CC(O3)C2C1=O` (stereo unspecified) gave UACC-257 100, UACC-62 98, BT-549 115, MCF7 101, HS 578T 111, T-47D 105, LOX IMVI 94 and MALME-3M 129.
For COc1ccc(C2=NN(C(=O)c3cc(-c4ccc(OC)cc4)nc4ccccc34)C(c3cc(-c4ccccc4)nn3-c3ccccc3)C2)cc1 (stereo unspecified) the results were UACC-257 95, UACC-62 89, BT-549 91, MCF7 91, HS 578T 87, T-47D 91, LOX IMVI 85 and MALME-3M 93.
`CCCC(=O)OCC1OC(n2cnc3c(=S)nc[nH]c32)C(OC(=O)CCC)C1OC(=O)CCC` (stereo unspecified) gave UACC-62 14, BT-549 46, MCF7 24, HS 578T 48, T-47D 36, LOX IMVI 12 and MALME-3M 52.
Screening O=C(NCCNC(=O)c1cc(S(=O)(=O)NCCc2ccccc2)c(O)c(O)c1O)c1cc(S(=O)(=O)NCCc2ccccc2)c(O)c(O)c1O returned UACC-257 86, UACC-62 -15*, BT-549 49, MCF7 35, HS 578T 52, T-47D 84, LOX IMVI 15 and MALME-3M 94.
`CN1C(=O)C(N=Nc2ccc([N+](=O)[O-])cc2)SC1=S` (stereo unspecified) gave UACC-257 84&76, UACC-62 38&30, BT-549 68&71, MCF7 69&82, HS 578T 71&73, T-47D 57&51, LOX IMVI 51&42 and MALME-3M 100&80.
`CC1=CC(C)(C)NC(=S)N1c1ccc([N+](=O)[O-])cc1` gave UACC-257 113, UACC-62 97, BT-549 102, MCF7 102, HS 578T 99, T-47D 83, LOX IMVI 95 and MALME-3M 88.
For CCCCCC(=O)OCC(COC(=O)CCCCC)OC(=O)CCCCC the results were UACC-257 103, UACC-62 94, BT-549 106, MCF7 92, HS 578T 101, T-47D 89, LOX IMVI 98 and MALME-3M 106.
`Cc1ccc(S(=O)(=O)n2cc(C(=O)C(=O)N3CCCCC3)c3ccccc32)cc1` gave UACC-257 101, UACC-62 50, BT-549 75, MCF7 86, T-47D 36, LOX IMVI 72 and MALME-3M 85.
COc1ccc(C2C=C(c3ccc(N)cc3)N=C3SC=CN32)cc1 (stereo unspecified) was read as UACC-257 61, UACC-62 91, BT-549 75, MCF7 49, HS 578T 89, T-47D 80, LOX IMVI 72 and MALME-3M 79.
`Brc1ccc(N/N=C/c2c[nH]c3ccccc23)nc1` gave UACC-257 71, UACC-62 55, BT-549 -2.3*, MCF7 9.9*, HS 578T 52, T-47D 26, LOX IMVI -2.4* and MALME-3M 64.
C=CCOB(OCC=C)OCC=C was read as UACC-257 105, UACC-62 99, BT-549 112, MCF7 98, T-47D 98, LOX IMVI 101 and MALME-3M 103.
`COc1cccc(C(=O)Nc2cccc(NC(=O)c3ccccn3)c2)c1` gave UACC-257 109, UACC-62 96, BT-549 91, MCF7 83, HS 578T 116, T-47D 87, LOX IMVI 95 and MALME-3M 94.
For CC(C)C1C(=O)OC1C(=O)N[C@H](C(=O)N[C@H](C(=O)O)C(C)C)C(C)C (stereo partly specified) the results were UACC-257 111, UACC-62 100, BT-549 93, MCF7 92, HS 578T 104, T-47D 74, LOX IMVI 91 and MALME-3M 96.
Screening c1ccc2c(c1)CCC2c1ccc2ccccc2c1 (stereo unspecified) returned UACC-257 101, UACC-62 91, BT-549 94, MCF7 98, HS 578T 104, T-47D 77, LOX IMVI 85 and MALME-3M 96.
Screening COc1cccc(NC(=S)Nc2ccc(O)cc2)c1 returned UACC-257 108, UACC-62 106, BT-549 91, MCF7 99, HS 578T 127, T-47D 100, LOX IMVI 97 and MALME-3M 124.

In the list so far, these have nitrogen in an aromatic ring.
For COc1ccc(C2=NN(C(=O)c3cc(-c4ccc(OC)cc4)nc4ccccc34)C(c3cc(-c4ccccc4)nn3-c3ccccc3)C2)cc1 (stereo unspecified) the results were UACC-257 95, UACC-62 89, BT-549 91, MCF7 91, HS 578T 87, T-47D 91, LOX IMVI 85 and MALME-3M 93.
`CCCC(=O)OCC1OC(n2cnc3c(=S)nc[nH]c32)C(OC(=O)CCC)C1OC(=O)CCC` (stereo unspecified) gave UACC-62 14, BT-549 46, MCF7 24, HS 578T 48, T-47D 36, LOX IMVI 12 and MALME-3M 52.
`Cc1ccc(S(=O)(=O)n2cc(C(=O)C(=O)N3CCCCC3)c3ccccc32)cc1` gave UACC-257 101, UACC-62 50, BT-549 75, MCF7 86, T-47D 36, LOX IMVI 72 and MALME-3M 85.
`Brc1ccc(N/N=C/c2c[nH]c3ccccc23)nc1` gave UACC-257 71, UACC-62 55, BT-549 -2.3*, MCF7 9.9*, HS 578T 52, T-47D 26, LOX IMVI -2.4* and MALME-3M 64.
`COc1cccc(C(=O)Nc2cccc(NC(=O)c3ccccn3)c2)c1` gave UACC-257 109, UACC-62 96, BT-549 91, MCF7 83, HS 578T 116, T-47D 87, LOX IMVI 95 and MALME-3M 94.

Molecules shown so far that contain an NH in an aromatic ring:
`CCCC(=O)OCC1OC(n2cnc3c(=S)nc[nH]c32)C(OC(=O)CCC)C1OC(=O)CCC` (stereo unspecified) gave UACC-62 14, BT-549 46, MCF7 24, HS 578T 48, T-47D 36, LOX IMVI 12 and MALME-3M 52.
`Brc1ccc(N/N=C/c2c[nH]c3ccccc23)nc1` gave UACC-257 71, UACC-62 55, BT-549 -2.3*, MCF7 9.9*, HS 578T 52, T-47D 26, LOX IMVI -2.4* and MALME-3M 64.

Going on with the list:
`O=C1/C(=C/C=C/c2ccco2)SC(=S)N1CC(=S)C1CCS(=O)(=O)C1` (stereo unspecified) gave UACC-257 98, UACC-62 92, BT-549 137, MCF7 82, HS 578T 104, T-47D 95, LOX IMVI 97 and MALME-3M 97.
`CCCCCCCCNC(C)C(O)c1ccc(SC(C)C)cc1` (stereo unspecified) gave UACC-257 56, UACC-62 93, BT-549 60, MCF7 54, HS 578T 49, T-47D 50, LOX IMVI -96* and MALME-3M -78*.
`CC1(C)CC(=O)C=C(N2CCCC2)C1` gave UACC-257 116, UACC-62 97, BT-549 113, MCF7 101, HS 578T 116, T-47D 112, LOX IMVI 102 and MALME-3M 115.
CCN(CC)CCOC(=O)c1ccc(NC(=O)OCCCCOC(=O)Nc2ccc(C(=O)OCCN(CC)CC)cc2)cc1 was read as UACC-62 97, BT-549 89, MCF7 88, HS 578T 92, T-47D 97, LOX IMVI 95 and MALME-3M 93.
For CCNc1ccc2c(c1)C(=O)c1ccccc1-2 the results were UACC-257 105, UACC-62 101, MCF7 72, HS 578T 109, T-47D 80, LOX IMVI 98 and MALME-3M 94.
C=C(C)[C@@H]1CC=C2c3sc(NC(C)=O)nc3CC[C@]2(C)[C@H]1C was read as UACC-257 96, UACC-62 73, BT-549 86, MCF7 94, HS 578T 95, T-47D 88, LOX IMVI 96 and MALME-3M 87.
For CC(=O)CC(=O)SC1=NCCS1 the results were UACC-257 99, UACC-62 115, BT-549 116, MCF7 108, T-47D 104, LOX IMVI 98 and MALME-3M 140.
Screening COc1ccc(-c2nc(SCC(C)C)nc(N/N=C(/C)c3ccc(N)cc3)c2C#N)cc1 returned UACC-257 89, UACC-62 88, BT-549 95, MCF7 88, HS 578T 85, T-47D 57, LOX IMVI 84 and MALME-3M 99.
Screening Cc1cc(=O)n(C(=S)Nc2ccc(Cl)cc2)c2cc(O)ccc12 returned UACC-257 110, UACC-62 100, BT-549 119, MCF7 99, HS 578T 109, T-47D 85, LOX IMVI 99 and MALME-3M 92.
COc1ccc(/C=C2\CCCC3=C2N=C2SC(C)=NN2C3c2ccc(OC)c(OC)c2)cc1OC (stereo unspecified) was read as UACC-257 52, UACC-62 35, BT-549 34, MCF7 19, HS 578T 86, T-47D 48 and LOX IMVI 1.4*.
For C=C1CCC2C3(C)COC(c4cccs4)OC3CCC2(C)C1C/C=C1/C(=O)OCC1O (stereo unspecified) the results were UACC-257 100, UACC-62 96, BT-549 114, MCF7 72, HS 578T 104, T-47D 94, LOX IMVI 73 and MALME-3M 103.
`COc1ccccc1Nc1nc(SCCC(C)C)nc(-c2cc(OC)c(OC)c(OC)c2)c1C#N` gave UACC-257 104, UACC-62 73, BT-549 111, MCF7 93, HS 578T 99, T-47D 90, LOX IMVI 96 and MALME-3M 78.
S=C1SCN(Cc2ccccc2)CN1Cc1ccco1 was read as UACC-257 72, UACC-62 92, BT-549 102, MCF7 18, HS 578T 109, T-47D 59, LOX IMVI 82 and MALME-3M 94.
Screening N#CC1(c2ccc(Cl)cc2)CCCC1 returned UACC-257 99, UACC-62 108, BT-549 109, MCF7 101, HS 578T 104, T-47D 113, LOX IMVI 92 and MALME-3M 111.
`C[C@H](NC(=O)c1c(N)nn2cccnc12)c1cc2cccc(C#Cc3cnn(C)c3)c2c(=O)n1-c1ccccc1` gave UACC-257 39, UACC-62 16, BT-549 2.1*, MCF7 5.4*, T-47D -22*, LOX IMVI 7.9* and MALME-3M 50.

2 entries drawn at random from those above:
C=CCOB(OCC=C)OCC=C was read as UACC-257 105, UACC-62 99, BT-549 112, MCF7 98, T-47D 98, LOX IMVI 101 and MALME-3M 103.
`CC1(C)CC(=O)C=C(N2CCCC2)C1` gave UACC-257 116, UACC-62 97, BT-549 113, MCF7 101, HS 578T 116, T-47D 112, LOX IMVI 102 and MALME-3M 115.

(next part)
For CNc1cc(-c2cccc(OC(F)(F)F)c2)nc2ccc(N3CCCC3)cc12 the results were UACC-257 -57*!, UACC-62 -72*, BT-549 -81*!, MCF7 0.8*, HS 578T 76&47&88, T-47D -40*, LOX IMVI -90* and MALME-3M -75*.
`COc1ccc(-c2ccc(-c3ccc(C(=N)N)o3)o2)cc1` gave UACC-257 38, UACC-62 -61*, BT-549 60, MCF7 10, HS 578T 56, T-47D 27, LOX IMVI -58* and MALME-3M 57.
Screening O=C1Nc2cc(-c3ccc(NS(=O)(=O)c4ccccc4)cc3)ccc2/C1=C/c1ccc[nH]1 returned UACC-257 110, UACC-62 89, BT-549 25, MCF7 6.5*, HS 578T 98, T-47D 18, LOX IMVI 69 and MALME-3M 86.
For COc1ccc2nc3ccccc3c(NCCNCC(C)O)c2c1 (stereo unspecified) the results were UACC-257 8.0*, UACC-62 -60*, BT-549 31, MCF7 4.1*, HS 578T 28, T-47D -3.7*, LOX IMVI -47* and MALME-3M -14*.
`O=c1cc(Cn2cc[n+](Cc3ccc4ccccc4c3)c2)c2c(ccc3ccccc32)o1` gave UACC-257 108, UACC-62 100, BT-549 108, MCF7 96, HS 578T 103, T-47D 92, LOX IMVI 97 and MALME-3M 102.
Screening COc1cc(C2CC(c3ccc(Nc4nc(Nc5ccc(F)cc5)nc(Nc5ccc(Cl)cc5)n4)cc3)=NN2C(C)=O)cc(OC)c1OC (stereo unspecified) returned UACC-257 122, UACC-62 62, BT-549 13, MCF7 47, HS 578T 76, T-47D 19, LOX IMVI 83 and MALME-3M 68.
COc1ccc(-c2csc(NC(=O)CSc3nc(N)cc(N)n3)n2)cc1 was read as UACC-257 103, UACC-62 90, BT-549 98, MCF7 99, HS 578T 100, T-47D 85, LOX IMVI 98 and MALME-3M 107.
`C=CCn1c(-c2ccc(/C=C/c3ccc(-c4nc5ccccc5[nH]4)cc3)cc2)nc2ccccc21` gave UACC-257 109, UACC-62 100, BT-549 89, MCF7 74, HS 578T 94, T-47D 97, LOX IMVI 86 and MALME-3M 121.
For CCN(CC)CCCCCNc1cc(OC(=O)c2ccc(Cl)cc2)cc2cccnc12 the results were UACC-257 96, UACC-62 98, BT-549 98, MCF7 87, HS 578T 117, T-47D 56, LOX IMVI 106 and MALME-3M 61.
`O=Nc1ccc(O)c(=O)cc1` gave UACC-257 37, UACC-62 35, BT-549 33, MCF7 21, HS 578T 107, T-47D 18, LOX IMVI -4.9* and MALME-3M -4.1*.
For COc1cccc(-c2nn(-c3ccccc3)cc2-c2ccnc(NCCCN)c2)c1 the results were BT-549 69, MCF7 42, HS 578T 44, T-47D 59, LOX IMVI 55 and MALME-3M 70.
For CC[C@]12C=CCN3CC[C@@]4(c5ccc(OC)cc5N(C)[C@H]4[C@@](O)(C(=O)OC)[C@@H]1OC(=O)CCCBr)[C@@H]32 the results were UACC-257 88, UACC-62 84, BT-549 99, MCF7 80, HS 578T 95, T-47D 77, LOX IMVI 89 and MALME-3M 101.
For COc1ccc(-c2nn(-c3ccc(NC(=O)c4cc(Cl)cc(Cl)c4)cc3)cc2-c2ccncc2)cc1Cl the results were UACC-257 85, UACC-62 64, BT-549 67, MCF7 74, T-47D 67, LOX IMVI 23 and MALME-3M 90.
For O=C1S/C(=C\c2ccc(Br)cc2)C(=O)N1Cc1cc2ccccc2nc1Cl the results were UACC-257 109, UACC-62 90, BT-549 109, MCF7 91, HS 578T 105, T-47D 101, LOX IMVI 108 and MALME-3M 99.
For O=C(N/N=C\c1ccc(Cl)c(Cl)c1)C(=O)N/N=C\c1ccc(Cl)c(Cl)c1 the results were UACC-257 104, UACC-62 102, BT-549 100, MCF7 104, T-47D 110, LOX IMVI 90 and MALME-3M 110.
For Cc1ccc2nc(NC(=O)CSc3nc(-c4ccccc4)c(C#N)c4nnc(C)n34)sc2c1 the results were UACC-257 106, UACC-62 90, BT-549 98, MCF7 97, HS 578T 89, T-47D 88, LOX IMVI 99 and MALME-3M 109.
